NFkB transloc pot: enhancers of NFkB p65 translocation in HUVEC – imaging, IL-1B stimulus, high-content imaging, primary screen; hit rate 0.3% among 94,000; activation, % at 2 µM; HUVEC IL-1B NFkB p65 nuclear translocation imaging;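 active = activation above 40%, about the mean plus 3 SD, also judged a hit on visual image review; inconclusive = activation above 40% but not a hit on visual review; inactive = activation not above 40% and no visual hit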;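 note: percent activation is computed from the nuclear over cytoplasmic p65 intensity ratio; values of inactives mirror those of a sister screen read the other way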
MRP resist rev: reversal of MRP1-mediated doxorubicin resistance, primary screen, H69AR cells, doxorubicin co-treatment; hit rate 0.04% among 85,000; H69AR cells + 2 uM doxorubicin, CellTiter-Glo, 72 h; differential viability (reversal), % at 10 µM;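 active = viability drop by adding the cancer drug above about 55%, with treated viability meeting a 40% cutoff, limit read from the data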;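 note: viability without doxorubicin minus viability with 2 µM doxorubicin for each compound; larger differential means the compound sensitizes cells more to doxorubicin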
NFkB transloc inh: inhibitors of IL-1B driven NFkB p65 nuclear import, primary screen, imaging, HUVEC, IL-1B stimulus, high-content imaging. HUVEC IL-1B NFkB p65 nuclear translocation imaging. inhibition, % at 2 µM. hit rate 0.43% among 94,000. AID 796, 2007;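 active = inhibition above about 30% together with a positive call from visual inspection of the well image, limit read from the data; inconclusive = inhibition above a set limit but visual check negative; inactive = inhibition not above a set limit, visual check negative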;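 note: nuclear over cytoplasmic p65 intensity ratio measured by imaging; 0% = IL-1B stimulated DMSO wells and 100% = unstimulated DMSO wells; values of inactives mirror those of a sister screen read the other way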
PLAP inhibition: PLAP enzyme inhibitors, biochemical, luminescence, HTS (AID 690); purified PLAP, luminescent substrate; higher % means a stronger effect; inhibition, % at 20 µM; hits with a dose series show IC50 in µM; hit rate 0.08% among 96,000; in the data active = a potency from the dose series; inactive = the rest, 99 in 100 with inhibition below about 30%; note: strong numbers were not always called active
Bcl-B TR3 displacers: displacers of TR3 peptide from Bcl-B, primary screen, selectivity assay for Bfl-1 inhibitor project, biochemical, fluorescence polarization; Bcl-2-like protein 10 (Homo sapiens); FP displacement of FITC-TR3 peptide from Bcl-B; higher % means a stronger effect; displacement, % at 20 µM, or IC50 in µM where a hit was titrated; hit rate 0.11% among 96,000;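 active = displacement above 50% at 20 µM plus a fluorescence interference ratio under 1.5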;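 note: plate controls were wells without compound for no effect and wells lacking Bcl-B protein for full effect; a part of the inactive calls stands beside numbers as strong as those of hits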
MRP resist rev cytotoxicity: second read-out of MRP resist rev, no call of its own (marks repeat the call); viability, %; H69AR cells, CellTiter-Glo, 72 h; measured here: cytotoxicity without doxorubicin
MRP resist rev with doxorubicin: further read-out of MRP resist rev, marked with its call; viability, %; measured here: viability with 2 uM doxorubicin; stronger effect = lower value
NFkB transloc inh cell count 2 µM: further read-out of NFkB transloc inh, marked with its call; cell count; measured here: cells passing quality filter;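 raw number of nuclei counted in each imaged well without normalization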
NFkB transloc pot cell count 2 µM: further read-out of NFkB transloc pot, marked with its call; cell count; measured here: cells passing quality filter
Numbers without * were called inactive; ? = inconclusive; / = not tested or not shown. The list is partial; the hit share may differ from the screen's.

SMILES	NFkB transloc pot	NFkB transloc pot cell count 2 µM	MRP resist rev	MRP resist rev cytotoxicity	MRP resist rev with doxorubicin	NFkB transloc inh	NFkB transloc inh cell count 2 µM	PLAP inhibition	Bcl-B TR3 displacers
Cc1ccccc1Cn1nc(C)c(NC(=O)c2sc3ccccc3c2Cl)c1C	8	154	/	/	/	-8	154	9%	-7%
CN(C)c1nc(N)nc(CSc2n[nH]c(-c3ccccc3)n2)n1	17	143	2	78	76	-16	143	-19%	-3%
CC(=O)Nc1ccc(C(=O)CSc2nnnn2C(C)C)cc1	/	/	2	98	96	/	/	6%	2%
COC(=O)c1cc(NCc2ccccc2F)ccc1N1CCOCC1	9	169	13	92	79	-9	169	-54%	9%
CCOC(=O)C/C(C)=N/NC(=O)c1cccs1	/	/	/	/	/	/	/	4%	12%
CCCC1CCC(c2ccc(C(N)=O)cc2)CC1 (stereo unspecified)	28	180	/	/	/	-28	180	-2%	-4%
CC1CCN(c2nnc(N)s2)CC1	-10	176	6	102	96	10	176	/	18%
COc1ccc(N2CCN(c3oc(COc4ccc(Cl)cc4Cl)nc3C#N)CC2)cc1	-9	97	21	92	70	9	97	-12%	-18%
CCOC(=O)CNC(=O)CSc1nc2ncc(Br)cc2[nH]1	-1	80	/	/	/	1	80	-10%	3%
COc1ccccc1C(c1nnnn1C(C)(C)C)N1CCCCCC1 (stereo unspecified)	?	/	/	/	/	-57	196	-34%	-2%
O=C(CCCn1c(=O)[nH]c2cc(Cl)ccc2c1=O)NCCCN1CCCC1	1	152	12	99	87	-1	152	-37%	-5%
COc1ccccc1NC(=O)c1cc(S(=O)(=O)N2CCOCC2)ccc1Cl	-11	177	13	100	87	11	177	-4%	3%
CC(=O)c1c(C(C)=O)c(C)n(-c2ccc(N)cc2)c1C	5	148	0	91	91	-5	148	8%	2%
Clc1ccc(NC2=NCCC2)cc1Cl	?	/	-5	96	101	-46	174	-7%	4%
CCOc1ccc(-n2c(COc3ccccc3)nnc2SCC(N)=O)cc1	-4	130	14	92	78	4	130	-55%	-1%
COc1cc2[nH]c(=S)n(NC(=O)CC(C)C)c(=O)c2cc1OC	2	137	0	92	92	-2	137	17%	-8%
O=C(c1cccc(Cl)c1)N(Cc1cccs1)C1CCS(=O)(=O)C1 (stereo unspecified)	14	148	8	90	82	-14	148	-2%	4%
Cc1cc2nc(SC(C)C(=O)O)[nH]c2cc1C (stereo unspecified)	-4	165	1	98	97	4	165	-5%	-1%
N#CCC(=O)N1CCn2c1nc1ccccc12	-8	184	-5	97	102	8	184	17%	-4%
COc1ccc(Nc2nc3ccccc3nc2NS(=O)(=O)c2cccs2)cc1	0	190	9	94	85	0	190	4%	-2%
CC(C)(C)OC(=O)N1CCC[C@@H]1C(=O)N1CCC(C(=O)O)CC1	/	/	8	107	99	/	/	-19%	-5%
CC1CC(C)CN(C(=O)COC(=O)c2cc3ccccc3cc2O)C1 (stereo unspecified)	/	/	10	88	78	/	/	-27%	-18%
Cn1nc([N+](=O)[O-])nc1Sc1nnc(-c2ccccc2)o1	-15	54	1	3	1	15	54	13%	0%
O=C(Nc1ccc(/C=C/c2nc3ccccc3o2)cc1)c1cccc(C(F)(F)F)c1	8	170	/	/	/	-8	170	6%	-20%
CC1CC(C)CN(C(=O)Cn2c(=O)n(CCCCC(=O)NCc3ccco3)c(=O)c3ccccc32)C1 (stereo unspecified)	-6	206	16	89	73	6	206	-22%	-6%

Next section.
SMILES	NFkB transloc pot	NFkB transloc pot cell count 2 µM	MRP resist rev	MRP resist rev cytotoxicity	MRP resist rev with doxorubicin	NFkB transloc inh	NFkB transloc inh cell count 2 µM	PLAP inhibition	Bcl-B TR3 displacers
COc1cc(NC(=O)c2c(F)c(F)c(F)c(F)c2F)c(OC)cc1Cl	2	145	7	14	7	-2	145	8%	0%
O=C(Cn1c(C(F)(F)F)nc2ccccc21)c1ccccc1	0	126	/	/	/	0	126	-4%	1%
O=C1C2C3C=CC(C3)C2C(=O)N1CNc1ccccc1 (stereo unspecified)	15	65	-12	95	107	-15	65	11%	12%
c1coc(CN2CN=C(Nc3nc4ccccc4s3)NC2)c1	7	177	4	96	92	-8	177	-4%	-1%
COC(=O)C1=C(Nc2ccc(C)cc2)C=C(C)C(C(=O)OC)C1c1cccc(OC)c1 (stereo unspecified)	6	137	-38	17	55	-6	137	/	/
C=CCn1c(SCC(=O)c2[nH]c(C)c(C(C)=O)c2C)nnc1-c1ccncc1	9	179	-8	87	95	-9	179	-52%	-4%
Oc1ccc(-c2nc3ccccn3c2NCc2ccc3c(c2)OCO3)cc1	8	175	5	79	74	-8	175	16%	2%
COc1ccc(-c2oc(/N=C/N3CCOCC3)c(C#N)c2-c2ccc(OC)cc2)cc1	0	128	6	91	85	0	128	-60%	-14%
Nc1nc(SCc2ccccc2Cl)[nH]c(=O)c1-c1ccccc1	-18	107	14	89	75	18	107	/	/
CCn1c(CNC(=O)c2ccccc2)nc2ccccc21	3	105	/	/	/	-4	105	/	/
COCCNC(=O)COC(=O)/C=C/c1c(C)nn(Cc2ccc(Cl)cc2Cl)c1Cl	-6	154	-2	85	88	6	154	-33%	-2%
CCOCc1cn(CC(=O)c2ccc(Cl)cc2)c(C)nc1=N	-5	19	-3	89	92	5	19	38%	-13%
CCOc1ccc(C(=O)Nc2ccc(NC(=O)c3ccco3)c(Cl)c2)cc1Cl	8	89	4	14	11	-8	89	36%	-15%
Cc1ccc(C(=O)NNS(=O)(=O)c2ccccc2[N+](=O)[O-])cc1	6	157	-13	87	99	-6	157	/	/
O=C1C2C3C=CC(C3)C2C(=O)N1CCCO (stereo unspecified)	0	117	0	96	97	0	117	/	/
CCCCN=C(Nc1ccc(Cl)cc1)c1cccnc1	-1	150	/	/	/	0	150	8%	-3%
Cc1noc(C)c1CSc1nnc(-c2ccccc2)n1N	27	85	13	87	74	-27	85	13%	-1%
CCOC(=O)c1ccc(N2C(=O)CC(N3CC(C)OC(C)C3)C2=O)cc1 (stereo unspecified)	6	15	-7	96	103	-6	15	-25%	-2%
Cc1ccc(S(=O)(=O)N2CCN(C(=O)CN3CCCCC3)C2)cc1	23	158	8	88	81	-23	158	-59%	3%
O=C(CSCc1cccc(Cl)c1)N1CCN(Cc2ccc3c(c2)OCO3)CC1	0	160	0	84	83	0	160	-77%	1%
O=C(CCn1nc(-c2ccccc2)c2ccccc2c1=O)N1CCN(c2ccccc2)CC1	-1	138	25	74	49	1	138	-82%	-10%
COc1cccc(NC(=O)c2ccccc2NS(C)(=O)=O)c1	12	183	1	83	82	-12	183	0%	0%
N#CCSc1nc2c(c(=O)n1Cc1ccco1)C1(CCCC1)Cc1ccccc1-2	-8	76	3	64	61	8	76	5%	-8%
CCCCN(C(=O)Cn1nnc2ccccc21)C(C(=O)NCCOC)c1ccc(OC)cc1 (stereo unspecified)	23	158	11	98	87	-23	158	-65%	-2%
CC(C)COC(=O)n1c(SCC(=O)N(C)C)nc2ccccc21	4	178	-2	88	90	-4	178	-69%	-2%

2 compounds drawn at random from those above, as already listed:
SMILES	NFkB transloc pot	NFkB transloc pot cell count 2 µM	MRP resist rev	MRP resist rev cytotoxicity	MRP resist rev with doxorubicin	NFkB transloc inh	NFkB transloc inh cell count 2 µM	PLAP inhibition	Bcl-B TR3 displacers
Cc1noc(C)c1CSc1nnc(-c2ccccc2)n1N	27	85	13	87	74	-27	85	13%	-1%
N#CCSc1nc2c(c(=O)n1Cc1ccco1)C1(CCCC1)Cc1ccccc1-2	-8	76	3	64	61	8	76	5%	-8%

(further entries)
SMILES	NFkB transloc pot	NFkB transloc pot cell count 2 µM	MRP resist rev	MRP resist rev cytotoxicity	MRP resist rev with doxorubicin	NFkB transloc inh	NFkB transloc inh cell count 2 µM	PLAP inhibition	Bcl-B TR3 displacers
Cc1nn2c(N3CCN(c4ccccn4)CC3)cc(C(C)C)nc2c1-c1ccccc1	/	/	-17	66	83	/	/	-12%	-4%
COc1ccc(Cn2c(CCCO)nc3ccccc32)cc1OC	-9	60	11	89	78	9	60	-32%	-6%
CN(C)CCCNS(=O)(=O)c1ccc(Oc2ncc(C(F)(F)F)cc2Cl)cc1	11	144	/	/	/	-11	144	-21%	6%
CC(CNC(=O)C1CCCCC1)NC(=O)C1CCCCC1 (stereo unspecified)	34	146	2	98	96	-34	146	9%	7%
CN1C(=O)C2(C(C#N)=C(N)Oc3n[nH]c(-c4ccc(Cl)cc4)c32)c2ccccc21 (stereo unspecified)	9	107	-8	67	75	-9	107	-16%	-4%
O=C(CN1C(=O)CC(c2ccccc2)=Nc2ccccc21)NC1CCCCC1	-14	139	0	78	78	14	139	5%	-10%
COc1cc(CC(=O)NCCc2ccc(S(N)(=O)=O)cc2)cc(OC)c1OC	31	155	/	/	/	-31	155	-11%	6%
COc1ccc(C(CC(=O)O)NC(=O)c2ccco2)cc1 (stereo unspecified)	-10	60	0	88	88	10	60	9%	-3%
O=C(NCC1CCCO1)C1CCC(=O)N1Cc1ccc(F)cc1 (stereo unspecified)	1	185	-4	96	100	-1	185	16%	2%
N#C/C(=C(/O)CN1CCOCC1)c1nc2ccccc2s1	13	157	13	104	91	-13	157	-18%	-15%
O=C(CSc1nc(O)c(Cc2ccccc2F)c(=O)[nH]1)N1CCCCCC1	-6	177	4	96	92	6	177	3%	1%
O=C(CSc1nc(N2CCCCC2)nc(N2CCCCC2)n1)c1ccccc1	-12	186	-7	79	87	12	186	-16%	-6%
O=C(NCc1ccc(Cl)cc1)c1ccc(Br)o1	8	143	/	/	/	-8	143	26%	-3%
CC(C)(C)C(=O)N(CCN(C(=O)C(C)(C)C)c1ccccc1)c1ccccc1	-8	175	-6	81	87	8	175	13%	-1%
CC1(C)C(c2cccs2)=[N+]([O-])C2(CCCCC/C2=N\NC(N)=S)N1O (stereo unspecified)	4	166	4	97	93	-4	166	1%	-8%

3 compounds from above, ordered by the value under NFkB transloc pot, low to high:
smiles | NFkB transloc pot
O=C(CCn1nc(-c2ccccc2)c2ccccc2c1=O)N1CCN(c2ccccc2)CC1 | -1
O=C(NCC1CCCO1)C1CCC(=O)N1Cc1ccc(F)cc1 (stereo unspecified) | 1
O=C(NCc1ccc(Cl)cc1)c1ccc(Br)o1 | 8

Full records from above. Order of screens: NFkB transloc pot	NFkB transloc pot cell count 2 µM	MRP resist rev	MRP resist rev cytotoxicity	MRP resist rev with doxorubicin	NFkB transloc inh	NFkB transloc inh cell count 2 µM	PLAP inhibition	Bcl-B TR3 displacers
COc1ccc(Cn2c(CCCO)nc3ccccc32)cc1OC is listed as -9	60	11	89	78	9	60	-32%	-6%
Cc1nn2c(N3CCN(c4ccccn4)CC3)cc(C(C)C)nc2c1-c1ccccc1 is listed as /	/	-17	66	83	/	/	-12%	-4%
COc1ccc(C(CC(=O)O)NC(=O)c2ccco2)cc1 (stereo unspecified) is listed as -10	60	0	88	88	10	60	9%	-3%
O=C(CSc1nc(N2CCCCC2)nc(N2CCCCC2)n1)c1ccccc1 is listed as -12	186	-7	79	87	12	186	-16%	-6%

Rewritten with bars between the fields: 2 of the compounds above
mol | NFkB transloc pot | NFkB transloc pot cell count 2 µM | MRP resist rev | MRP resist rev cytotoxicity | MRP resist rev with doxorubicin | NFkB transloc inh | NFkB transloc inh cell count 2 µM | PLAP inhibition | Bcl-B TR3 displacers
CCn1c(CNC(=O)c2ccccc2)nc2ccccc21 | 3 | 105 | / | / | / | -4 | 105 | / | /
COCCNC(=O)COC(=O)/C=C/c1c(C)nn(Cc2ccc(Cl)cc2Cl)c1Cl | -6 | 154 | -2 | 85 | 88 | 6 | 154 | -33% | -2%
